Assay outcomes as filed in PubChem.
FH mod = Identification of activators of human fumarate hydratase by quantitative high-throughput screening | Fumarate hydratase, mitochondrial (Homo sapiens), P07954 | FH coupled MDH/diaphorase resazurin fluorescence, 15 min | Potency, µM (series often up to 79.9 µM), inactives show top-dose activity change, negative = inhibition, actives largely listed as inhibitors | 0.22% of 54,000 active | AID 1347055, 2019; note: potency is the fitted concentration of half-maximal effect; % is set by controls: 0 for no effect and ±100 for the full control effect; the screen sought activators but most active calls are inhibition curves; nearly all actives have a fitted effect of over 45% in size
B2AR arrestin ag = beta-arrestin recruitment by human beta2-adrenergic receptor ligands; AID 1347077; HTLA Tango cells, beta-arrestin recruitment, luciferase luminescence, 18 h; Potency, µM (titrated, usually from 46.1 µM), for the others: at the top dose activation, actives largely listed as activators; 44,000 tested, under 10 active; P07550;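 note: potency is the fitted concentration of half-maximal effect; 0% = DMSO and full agonism = EC100 isoproterenol or metaproterenol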
Target sequence (P07550 whole entry, looked up): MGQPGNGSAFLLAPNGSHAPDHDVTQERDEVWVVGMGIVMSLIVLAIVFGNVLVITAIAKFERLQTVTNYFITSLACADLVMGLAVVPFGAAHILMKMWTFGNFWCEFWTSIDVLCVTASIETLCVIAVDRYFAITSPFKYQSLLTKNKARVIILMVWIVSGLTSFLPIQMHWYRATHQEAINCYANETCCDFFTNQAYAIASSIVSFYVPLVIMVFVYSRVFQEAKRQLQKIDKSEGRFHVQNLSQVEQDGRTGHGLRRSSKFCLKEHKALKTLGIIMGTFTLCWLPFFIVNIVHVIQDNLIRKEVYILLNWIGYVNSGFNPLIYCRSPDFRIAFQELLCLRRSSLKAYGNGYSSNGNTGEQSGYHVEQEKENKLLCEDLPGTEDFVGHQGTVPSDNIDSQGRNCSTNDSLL
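Tango cells (recombinant beta2-AR, beta-arrestin, tTA-driven luciferase), 1500/well in DMEM 1% FBS, treated 18 h at 37 °C with compounds up to 46 µM; luciferin mix added, luminescence read after 15 min; %activity curves fitted and curve-classed.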
p53null 39C tox = p53 null cell cytotoxicity, nonpermissive temperature | AID 904 | Potency, µM (series often up to 46.1 µM), inactives show top-dose activity, negative = cell killing, most hits filed as cytotoxic | 0.97% of 55,000 active | H1299 p53-null (neo) cells, 39C, ATPlite viability, 24 h;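 note: potency is the fitted concentration of half-maximal effect; 0% = DMSO only and -100% = full killing by 100 µM tamoxifen; nearly all actives have a fitted effect of over 50% in size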
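ATP-luminescence viability readout (ATPlite, 20 min RT) after 24 hr compound treatment at 39C of H1299-neo or H1299-p53A138V cells; titration up to 46 uM; normalized to DMSO and 100 uM tamoxifen; Hill-fit AC50.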
TSG101-PTAP inh = inhibitors of HIV-1 PTAP binding to human TSG101, validation | Q99816 | Fluorescence polarization, FITC-PTAP peptide/Tsg101, 20 min | Potency, µM (top dose mostly 115 µM), inactives show top-dose activity change, negative = inhibition, hits mostly inhibitors | 44,000 tested, under 10 active | AID 1347069; note: potency is the fitted concentration of half-maximal effect; 0% is about no effect
Target sequence (Q99816 whole entry, looked up): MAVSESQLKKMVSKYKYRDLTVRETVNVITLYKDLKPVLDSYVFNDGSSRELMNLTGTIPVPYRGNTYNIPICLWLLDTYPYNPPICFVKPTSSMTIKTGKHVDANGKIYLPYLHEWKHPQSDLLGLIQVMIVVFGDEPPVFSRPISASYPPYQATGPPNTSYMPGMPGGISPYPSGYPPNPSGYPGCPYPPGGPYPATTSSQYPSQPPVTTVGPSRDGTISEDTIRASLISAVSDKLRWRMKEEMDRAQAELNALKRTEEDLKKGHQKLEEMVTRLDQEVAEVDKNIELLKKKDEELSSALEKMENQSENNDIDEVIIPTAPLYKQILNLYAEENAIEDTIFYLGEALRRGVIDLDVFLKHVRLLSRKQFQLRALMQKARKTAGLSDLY
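The Tsg101 binding domain, at 10 uM final, is mixed with compound and a FITC peptide bearing the PTAP motif (50 nM final). After 20 min at r.t., polarization is measured; actives defined by CRC class, efficacy cut-off 60% inhibition.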
p53null 32C kill = p53 null cell cytotoxicity, permissive temperature | H1299-neo p53 null cells, ATP luminescence, 24 h, 32C | Potency, µM (top dose mostly 46.1 µM), for inactives: at the top dose activity change, negative = cytotoxicity, actives largely listed as cytotoxic | 0.62% of 55,000 active | AID 903;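 note: potency is the fitted concentration of half-maximal effect; 0% = DMSO only and -100% = full killing by 100 µM tamoxifen; nearly all actives have a fitted effect of over 55% in size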
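Cells lacking p53 (H1299-neo) are plated at 600 per well and allowed to settle overnight at 37C. Test compounds (up to 46 uM) are added and held 24 hours at 32C, then ATP is quantified by luminescence.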
NTMT1 inh = inhibitors of human N-terminal methyltransferase NTMT1. NTMT1 MTase-Glo SAH luminescence, purified enzyme. Potency, µM (top dose mostly 114 µM), for the others: top-dose activity change, negative = inhibition, hits mostly inhibitors. 2.5% of 59,000 active. AID 1645870;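 note: potency is the fitted concentration of half-maximal effect; plate controls were DMSO vehicle for no effect and no enzyme for full effect; nearly all actives have a fitted effect of over 65% in size; many of its hits are not listed in these tables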
GALK inhibitor = GALK (human) enzyme inhibition. P51570. recombinant GALK, Kinase-Glo ATP luminescence, 1 h. Potency, µM (titrated, usually from 57.5 µM), without a hit: top-dose activity, negative = inhibition, hits mostly inhibitors. 44,000 tested, under 10 active. AID 1347072;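 note: plate controls were full GALK reaction for no effect and reaction lacking GALK for full effect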
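Luminescent ATP-depletion readout (Kinase-Glo Plus) after 1 h room-temperature incubation of human GALK (5 nM) with galactose 100 µM and ATP 35 µM, pH 8.0 HEPES/Mg2+ buffer; compounds tested in qHTS format.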
The depositor's hits bear a star; ? = inconclusive; . = no result given; [ ] = another dose, or the depositor's remark. Calls come from the whole dose curve; as a rule, active = well fitted curve in the direction sought with a large enough effect; inconclusive = small, poorly fitted or top-dose-only effect, or another doubt; inactive = no such curve, though single readings can be large; an effect the other way counts as inactive or inconclusive. A portion of the library; the hit share may differ from the screen's.

SMILES	FH mod	B2AR arrestin ag	p53null 39C tox	TSG101-PTAP inh	p53null 32C kill	NTMT1 inh	GALK inhibitor
Cc1ccc(-c2nc3cccc(C)n3c2Nc2ccc3c(c2)OCCO3)cc1	?	0%	28%	-4%	20%	?	-1%
COc1ccc2c(CNCCc3ccccc3)c(C(=O)O)n(Cc3cccc(F)c3)c2c1	-20%	0%	12%	-1%	-4%	0%	3%
CCCc1nn2c(=O)cc(COC(=O)c3cccc(NC(=O)c4ccc(OCC)cc4)c3)nc2s1	-8%	1%	1%	0%	-7%	1%	-4%
CCN(Cc1ccccc1)Cc1c(O)ccc2oc(C)c(C(=O)Nc3ccccc3C)c12	-13%	-1%	-7%	1%	-3%	-4%	?
COc1cccc(OC)c1C(=O)Nc1nnc(C)s1	7%	1%	22%	1%	-1%	-4%	1%
CCc1cccc(C)c1NC(=O)C1=C(C)C(=O)OC12CCC(C)CC2 (configuration not stated)	-5%	-2%	7%	1%	-1%	-17%	9%
COc1ccc(C2=CC(c3ccc(F)cc3)n3ncc(C(=O)Nc4ccc(C)cc4)c3N2)cc1 (configuration not stated)	-34%	3%	11%	-5%	3%	11%	4%
CN(C)S(=O)(=O)N(CC(=O)NCCSc1ccc(Cl)cc1)c1ccccc1	-6%	1%	-14%	1%	3%	-2%	0%
COc1ccc(S(=O)(=O)N(CC(=O)Nc2ccc3c(c2)OCO3)c2ccc(C)cc2)cc1	?	-1%	9%	-4%	13%	?	-1%
Cc1ccc(Cn2c(C)c(CNC(C)c3ccccc3)c(C(=O)O)c2C)cc1 (configuration not stated)	8%	-3%	-13%	-5%	0%	-13%	0%
COc1ccc(-c2cc(C(=O)Nc3cnn(Cc4ccc(F)cc4)c3)no2)cc1OC	.	1%	-24%	1%	3%	.	3%
Cn1cnc2c(=O)oc3ccc(S(=O)(=O)Nc4ccc(F)cc4)cc3c21	.	7%	?	-7%	-17%	.	1%
COc1ccc(NC(=O)CC2C(=O)N(c3ccccc3)C(=O)N2C2CCCCC2)cc1 (configuration not stated)	0%	-2%	-14%	-10%	?	?	5%
CCCCn1cc(S(=O)(=O)c2ccc(CC)cc2)c(=O)c2cc(F)c(N3CCOCC3)cc21	-14%	0%	-6%	-3%	2%	-12%	2%
CCCCN(Cc1ccccc1)C(=O)c1oc(=O)c2ccccc2c1-c1ccc(C)cc1	-14%	-2%	-5%	0%	27%	2%	-2%
CCc1ccccc1NC(=O)Cn1c(=O)n(Cc2ccc3c(c2)OCO3)c(=O)c2ccc(C(=O)NC3CCCCC3)cc21	-18%	-2%	31%[activator]	0%	1%	-1%	9%
Cc1cccc(-c2nc(C)c(CCNC(=O)C(=O)Nc3ccc(C)c(C)c3)s2)c1	-1%	0%	9%	-4%	-4%	10%	0%
COc1ccc(CNC(=O)c2cc3ccccn3n2)c(OC)c1	.	1%	-4%	0%	-7%	.	-2%
Cc1ccc2nc(Cl)c3cc(C(=O)NC4CCC(C)CC4)sc3c2c1 (configuration not stated)	-32%	0%	-1%	-2%	-4%	-18%	-12%
COc1ccc2cc3cc(C(=O)NCCc4ccccc4)sc3nc2c1Cl	16%	-1%	-21%	1%	-8%	-8%	3%

For reference, part of the list above.
SMILES	FH mod	B2AR arrestin ag	p53null 39C tox	TSG101-PTAP inh	p53null 32C kill	NTMT1 inh	GALK inhibitor
Cc1ccc(-c2nc3cccc(C)n3c2Nc2ccc3c(c2)OCCO3)cc1	?	0%	28%	-4%	20%	?	-1%
COc1ccc2c(CNCCc3ccccc3)c(C(=O)O)n(Cc3cccc(F)c3)c2c1	-20%	0%	12%	-1%	-4%	0%	3%
CCCc1nn2c(=O)cc(COC(=O)c3cccc(NC(=O)c4ccc(OCC)cc4)c3)nc2s1	-8%	1%	1%	0%	-7%	1%	-4%
CCN(Cc1ccccc1)Cc1c(O)ccc2oc(C)c(C(=O)Nc3ccccc3C)c12	-13%	-1%	-7%	1%	-3%	-4%	?
COc1cccc(OC)c1C(=O)Nc1nnc(C)s1	7%	1%	22%	1%	-1%	-4%	1%
CCc1cccc(C)c1NC(=O)C1=C(C)C(=O)OC12CCC(C)CC2 (configuration not stated)	-5%	-2%	7%	1%	-1%	-17%	9%

The list continues:
SMILES	FH mod	B2AR arrestin ag	p53null 39C tox	TSG101-PTAP inh	p53null 32C kill	NTMT1 inh	GALK inhibitor
Cc1nnc(NCc2ccccc2)c2c1nnn2Cc1ccc(F)cc1	2%	-1%	-14%	0%	-2%	10%	0%
COc1ccc(-c2nnc(SCC(=O)Nc3c(C)cccc3C)nc2-c2ccc(OC)cc2)cc1	?	1%	17%	12%	3%	7%	0%
CCc1ccccc1NC(=O)N1CC(C)Sc2ccccc21 (configuration not stated)	-5%	-1%	1%	0%	-3%	4%	-1%
COc1ccc(NC(=O)c2ccc3c(c2)CCN3S(=O)(=O)c2ccccc2)cc1	-29%	-1%	-21%	-3%	3%	4%	-4%
COc1ccccc1Nc1ncc2c(n1)CCN(Cc1ccc(C)s1)C2	6%	0%	18%	-5%	1%	1%	3%
Cc1ccc(-c2noc(-c3nnn(-c4cccc(C(F)(F)F)c4)c3N)n2)cc1	7%	0%	-14%	1%	-5%	11%	3%
Cc1ccc2oc(C(=O)N(Cc3ccccc3F)C3CCS(=O)(=O)C3)c(C)c2c1 (configuration not stated)	-22%	7%	21%	0%	11%	2%	0%
COc1cc(OC)c(NC(=O)c2ccc3nc(C(C)C)oc3c2)cc1Cl	-5%	0%	-4%	0%	-1%	4%	-3%
Cc1ccccc1-c1nc2c(c(SCc3cccc(Cl)c3)n1)Cc1c(CO)cnc(C)c1O2	?	0%	-16%	-3%	-3%	22%	-3%
Cc1ccccc1CNC(=O)Cc1csc2ccccc12	4%	-2%	-21%	1%	-22%	1%	6%
COc1ccc(C)cc1N(CC(=O)N1CCC(C)CC1)S(=O)(=O)c1ccc(C)cc1	-6%	0%	26%	-6%	8%	?	-1%
COc1ccc(Br)c2c1-c1nc(NC(=O)c3ccccc3F)sc1C2	0%	-4%	9%	-4%	-3%	-5%	-5%
COCCn1c(SCC(=O)c2ccc(OC)cc2)nc2cc(C(=O)NC3CCCC3)ccc2c1=O	-3%	-1%	1%	0%	2%	-1%	-1%
Cc1cc(C)cc(NC(=O)NCc2c(-n3cccc3)sc3c2CCCC3)c1	-11%	-3%	4%	0%	-1%	-3%	0%
CCOc1ccc(CNC(=O)Cc2ccc(NC(=O)N3CCCCc4ccccc43)cc2)cc1OC	-23%	7%	-24%	-6%	-5%	1%	1%
N#Cc1nc(/C=C/c2ccc(F)cc2)oc1NC1CCCCC1	0%	0%	4%	1%	-11%	-11%	3%
Cc1cccc(C(=O)Nc2nnc(S(=O)(=O)N3c4ccccc4CC3C)s2)c1 (configuration not stated)	-7%	-1%	6%	-4%	-6%	17%	-3%
O=C(c1ccc2c(Cl)c3c(nc2c1)CCCC3)N1CCN(c2ccccc2F)CC1	?	-1%	1%	-4%	-3%	-30%	-1%
O=C(CN1C=NS(=O)(=O)c2ccccc21)Nc1ccc(F)cc1	-5%	?	-12%	-3%	0%	-1%	2%
Cc1ccc2sc(NC(=O)c3ccc4c(c3)OCCO4)nc2c1C	-26%	-1%	?	-2%	?	5%	0%

Some entries already given, reduced to GALK inhibitor:
smiles	GALK inhibitor
O=C(c1ccc2c(Cl)c3c(nc2c1)CCCC3)N1CCN(c2ccccc2F)CC1	-1%
O=C(CN1C=NS(=O)(=O)c2ccccc21)Nc1ccc(F)cc1	2%

(listing goes on)
SMILES	FH mod	B2AR arrestin ag	p53null 39C tox	TSG101-PTAP inh	p53null 32C kill	NTMT1 inh	GALK inhibitor
COc1ccc(C2CC(=O)c3cc(-c4nc(-c5cccc([N+](=O)[O-])c5)cs4)c(=O)n(-c4ccc(OC)cc4)c3C2)cc1 (configuration not stated)	-4%	0%	6%	1%	11%	9%	6%
CCN(CCCNC(=O)c1ccc(Sc2ccc(Cl)cc2)c(NC(C)=O)c1)c1cccc(C)c1	-19%	-1%	13%	-1%	15%	?	3%
CCc1ccc(CNC(=O)CN2CCSc3ccccc32)cc1	-15%	0%	-18%	0%	-11%	7%	1%
COc1cccc2c1cc1c(=O)n(CC(=O)N3CCN(c4cccc(C(F)(F)F)c4)CC3)nc(C)n12	-12%	0%	-10%	1%	2%	15%	1%
COc1ccc(Cl)cc1NC(=O)CSc1nc(-c2cccs2)cc(C(F)(F)F)n1	-15%	0%	8%	1%	4%	9%	2%
CCCn1c(=N)n(CC(O)COc2ccccc2OC)c2ccccc21 (configuration not stated)	-3%	0%	-30%	-5%	-3%	-3%	3%
COc1ccc2c(c1)c1c(c(=O)n(-c3cccc(C)c3)c(=O)n1CC(=O)Nc1c(C)cc(C)cc1C)n2C	-19%	1%	27%	10%	-5%	9%	7%
Cc1cc(C)c(NC(=O)CSc2nc3ccccc3nc2N2CCCCC2)c(C)c1	-15%	0%	-13%	-3%	10%	16%	4%

Random excerpt: 2 compounds from above
SMILES	FH mod	B2AR arrestin ag	p53null 39C tox	TSG101-PTAP inh	p53null 32C kill	NTMT1 inh	GALK inhibitor
COc1ccc(Cl)cc1NC(=O)CSc1nc(-c2cccs2)cc(C(F)(F)F)n1	-15%	0%	8%	1%	4%	9%	2%
CCc1ccc(CNC(=O)CN2CCSc3ccccc32)cc1	-15%	0%	-18%	0%	-11%	7%	1%
